Screening data deposited in PubChem by Sanford-Burnham Center for Chemical Genomics.
mIAP act = mouse IAP activation; hit rate 0.24% among 330,000; AID 2805; activation factor at 10 µM; muIAP, CDP-Star luminescence, 30 min; stronger effect = higher value; 1 = vehicle-only enzyme signal, 0 = enzyme-free wells;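 active = activation factor of at least 2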; also: the source names both 10 and 20 µM as test concentration; values of inactives mirror those of a sister screen read the other way
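System: mouse IAP enzyme. Reagent: CDP-Star chemiluminescent phosphatase substrate. Benchmarks: DMSO wells, no-enzyme wells. Times: 30 min enzyme-substrate-compound incubation at room temperature. Detection: luminescence from enzymatic CDP-Star hydrolysis. Doses: test compounds delivered from DMSO solution.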
hIAP act = increases human intestinal alkaline phosphatase activity; purified human IAP, CDP-Star luminescence, 30 min; stronger effect = higher value; 1 = vehicle-only enzyme, 0 = enzyme-free background; activation factor at 10 µM; P09923; hit rate 0.16% among 330,000; AID 2524;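 active = activation factor of the enzyme at least 2-fold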; also: the source names both 10 and 20 µM as test concentration; values of inactives mirror those of a sister screen read the other way
Target sequence (P09923 whole entry, looked up): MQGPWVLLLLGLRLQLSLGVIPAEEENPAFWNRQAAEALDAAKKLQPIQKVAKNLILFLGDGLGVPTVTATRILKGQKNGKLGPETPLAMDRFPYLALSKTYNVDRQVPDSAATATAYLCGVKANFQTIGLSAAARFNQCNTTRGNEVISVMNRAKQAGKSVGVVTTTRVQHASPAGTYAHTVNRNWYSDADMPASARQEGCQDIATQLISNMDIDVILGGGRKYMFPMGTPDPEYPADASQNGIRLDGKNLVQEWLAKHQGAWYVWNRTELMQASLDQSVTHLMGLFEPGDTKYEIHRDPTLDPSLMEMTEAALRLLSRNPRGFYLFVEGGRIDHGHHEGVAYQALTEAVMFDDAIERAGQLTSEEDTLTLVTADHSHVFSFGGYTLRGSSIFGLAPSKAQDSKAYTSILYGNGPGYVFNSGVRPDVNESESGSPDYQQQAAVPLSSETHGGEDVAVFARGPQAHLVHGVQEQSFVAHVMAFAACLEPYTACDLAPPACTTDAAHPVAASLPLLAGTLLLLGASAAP
hIAP block = human IAP inhibition; P09923; purified IAP, CDP-Star luminescence, 30 min; inhibition, % at 10 µM; hit rate 0.12% among 330,000; AID 2544;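 active = inhibition reaching a set limit with compound at 10 µM in the primary screen, cut at about 35% in these data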;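 also: plate controls were DMSO wells with enzyme for no effect and no-enzyme buffer wells for full effect; values of inactives mirror those of a sister screen read the other way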
APOBEC3G inh = APOBEC3G (human) deaminase inhibition; inhibition, % at 20 µM; AID 493012; recombinant A3G, ssDNA deamination FAM/TAMRA fluorescence; hit rate 0.28% among 330,000;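 active = inhibition of at least 40% at 20 µM, with no more than 30% in the related APOBEC3A deaminase screen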;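 also: plate controls were DMSO wells with A3G for no effect and wells lacking A3G enzyme for full effect; some compounds called inactive have numbers as strong as hits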
Target sequence (Q9HC16 whole entry, looked up): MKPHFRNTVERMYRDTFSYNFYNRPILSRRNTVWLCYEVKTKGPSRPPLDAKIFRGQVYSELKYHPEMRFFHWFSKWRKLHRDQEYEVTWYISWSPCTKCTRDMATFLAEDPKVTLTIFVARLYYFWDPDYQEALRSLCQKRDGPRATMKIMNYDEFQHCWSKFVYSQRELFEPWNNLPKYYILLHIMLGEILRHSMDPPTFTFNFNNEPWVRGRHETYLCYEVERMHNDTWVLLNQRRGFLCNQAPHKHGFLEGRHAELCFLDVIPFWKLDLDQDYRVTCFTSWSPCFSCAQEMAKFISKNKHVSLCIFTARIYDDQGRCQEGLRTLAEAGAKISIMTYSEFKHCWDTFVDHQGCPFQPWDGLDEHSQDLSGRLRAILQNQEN
mIAP inh = mouse IAP inhibition; inhibition, % at 10 µM; hit rate 0.2% among 330,000; purified mouse IAP, CDP-Star luminescence, 30 min;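 active = inhibition of at least 40% at 10 µM in the primary screen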;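 also: plate controls were DMSO with enzyme for no effect and no enzyme wells for full effect; values of inactives mirror those of a sister screen read the other way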
A3A deaminase = blocks human APOBEC3A ssDNA deamination; recombinant A3A, FAM/TAMRA ssDNA deamination fluorescence; inhibition, % at 20 µM; AID 493011; P31941; hit rate 0.41% among 330,000;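 active = at least 40% inhibition at 20 µM here, with at most 30% in a related deaminase screen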;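 also: plate controls were A3A with DMSO for no effect and wells lacking A3A enzyme for full effect; some results filed as inactive read as strong as hits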
NALP3 yeast inh = NALP3 inhibition in yeast; inhibition, % at 10 µM; Yeast reconstituted NLRP3/ASC/caspase-1, beta-gal luminescence, 24 h; AID 2825; hit rate 0.39% among 330,000;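 active = inhibition of 50% or more; inactive = inhibition below 50%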;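 also: plate controls were induced DMSO wells for no effect and uninduced yeast grown without galactose for full effect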
SENP1 inh = blocks the human SENP1 SUMO protease catalytic domain | recombinant SENP1 catalytic domain, CyPet-SUMO1-YPet FRET cleavage | inhibition, % at 10 µM | hit rate 0.21% among 360,000;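 active = inhibition at least 30% at 10 µM, raw YFP signal under a set limit, fluorescence ratio 0.5 to 1.5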;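 also: 0% = enzyme with DMSO and 100% = no enzyme wells; some results filed as inactive read as strong as hits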
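Material: hSENP1 catalytic domain, recombinant; medium: Tris pH 8 with BME, BSA, NP40 and catalase; compound: single concentration of 10 µM compound, 0.5% DMSO final; technique: FRET read of cyan and yellow fluorescence; timing: 50 min enzyme reaction, room temperature, light-protected; reagent: SFCypet-SUMO1-SFYpet substrate at 25 nM; control set: no-enzyme low, enzyme-DMSO high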
MIN6 prolif = MIN6 beta-cell proliferation induction | MIN6 cells proliferation, ATPlite luminescence, 48 h; cells starved in 0.2% serum; 100% = growth in 10% serum | AID 2380 | hit rate 0.29% among 330,000 | proliferation, % at 10 µM;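 active = compounds whose signal lies at least 3.5 SD above the mean of all wells on their plate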;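 also: 0% = DMSO-treated cells in low-serum medium and 100% = 10% serum control; some compounds called inactive have numbers as strong as hits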
* = called active by the depositor; · = not tested or not shown. These rows are one share of the data (hit frequency here may not be typical).

SMILES | mIAP act | hIAP act | hIAP block | APOBEC3G inh | mIAP inh | A3A deaminase | NALP3 yeast inh | SENP1 inh | MIN6 prolif
O=C(Nc1ccc(C(=O)N2CCCCC2)cc1)Nc1cccc(Cl)c1 | 2.7* | 1.5 | -49 | -8 | -171 | -5 | -2 | 2 | -3
CCOc1ccccc1NS(=O)(=O)c1ccc(OC)c(OC)c1 | 0.94 | 0.8 | 20 | -4 | 6 | 0 | 0 | 0 | 0
COc1ccc(NCCc2ccccn2)cc1 | 0.93 | 1.1 | -9 | 0 | 7 | -8 | 20 | -7 | -3
CCN(C(=O)CCN1C(=O)S/C(=C\c2ccccc2)C1=O)C1CCS(=O)(=O)C1 (stereo not given) | 0.95 | 1.1 | -12 | -3 | 5 | -1 | -7 | 2 | -3
CC(=O)c1cccc(NS(=O)(=O)c2ccc(-c3cnc(C4CC4)o3)cc2)c1 | 1.1 | 0.88 | 12 | -5 | -6 | -2 | -1 | 1 | -8
CCN(CC)CCN(C(=O)c1ccc(N2C(=O)CCC2=O)cc1)c1nc2cc3c(cc2s1)OCO3 | 0.98 | 0.96 | 4 | -4 | 2 | 2 | 23 | · | -1
Cc1ccc(C)n1CCN1CCN(C(=O)c2ccc(Cl)cc2)CC1 | 0.98 | 0.94 | 6 | 5 | 2 | 4 | 12 | -3 | -4
CCOC(=O)Cc1nnc(NC(=O)COc2ccc(F)cc2)s1 | 1 | 1.2 | -16 | -8 | -4 | -4 | 3 | -5 | -3
CCn1c(-c2ccc([N+](=O)[O-])cc2)n[nH]c1=S | 1.1 | 0.95 | 5 | 46* | -7 | -2 | 14 | 3 | -3
CCOC(=O)CCSc1nc(C)c2cc(C)c(C)cc2n1 | 0.94 | 0.94 | 6 | -1 | 6 | 2 | 33 | 0 | -1
COC(=O)c1cc2sccc2n1CC(=O)Nc1cc(OC)cc(OC)c1 | 1 | 1.1 | -11 | 2 | 0 | 4 | 7 | 0 | -2
CCOc1ccc(S(=O)(=O)N(C)CC(=O)NCc2ccco2)cc1 | 1.1 | 1 | -4 | 4 | -8 | 4 | 15 | 2 | -1
CCCCNC(=O)c1cc2c(=O)n3cccc(C)c3nc2n(Cc2ccccc2)c1=N | 0.85 | 1.2 | -21 | -2 | 15 | 4 | 35 | -22 | -3
CCOC(=O)NCCc1c(C)nc2c(c(C)nn2C(C)(C)C)c1C | 1 | 0.81 | 19 | -2 | -1 | -3 | -11 | -1 | 0
O=C(CCn1c(=S)[nH]c2cc3c(cc2c1=O)OCO3)NCc1ccccc1Cl | 0.97 | 1.2 | -21 | -1 | 3 | -2 | -7 | 5 | 0
Cc1c(C(=O)NC(c2ccccn2)C(F)(F)F)oc2c(F)cccc12 (stereo not given) | 0.96 | 1.2 | -21 | -9 | 4 | -3 | 18 | 2 | -2
O=C(COC(=O)c1cccnc1Cl)Nc1ccc2c(c1)OCO2 | 1.1 | 1 | -1 | 0 | -10 | -1 | -20 | -1 | 2
COc1cc(CCC(=O)OCC(=O)Nc2ccc(Br)cc2F)cc(OC)c1OC | 1 | 1.1 | -10 | -4 | -2 | 1 | 0 | 1 | -2
CC(C)Oc1cccc(C(=O)C2CCCN(S(=O)(=O)C(C)C)C2)c1 (stereo not given) | 0.93 | 0.83 | 17 | 5 | 7 | 5 | 1 | -1 | -4
O=C(c1cccc(Cl)c1)c1nn(-c2ccccc2)c(=O)cc1C(F)(F)F | 0.92 | 1.3 | -34 | -10 | 8 | -5 | 27 | 1 | -4
COc1cccc2cc(C(=O)C3=C(O)C(=O)N(Cc4ccco4)C3c3cccnc3)oc12 (stereo not given) | 0.91 | 0.85 | 15 | -2 | 9 | -1 | -1 | -1 | 3
COc1cccc(N(CC(=O)Nc2cccnc2)S(C)(=O)=O)c1 | 0.99 | 0.94 | 6 | -7 | 1 | -3 | 9 | -40 | -3
COc1ccc(C/C(C)=N/NC(=S)Nc2ccc(C(C)C)cc2)cc1 | 1.1 | 1.1 | -7 | -1 | -6 | -3 | 7 | 2 | 0
CN(C)S(=O)(=O)c1ccc(NC(=O)c2ccccn2)cc1 | 0.96 | 1.5 | -52 | -7 | 4 | 15 | 19 | 3 | -2
CC(C)c1ccc(N(C(=O)c2csnn2)C(C(=O)NC(C)(C)C)c2cccnc2)cc1 (stereo not given) | 0.93 | 1 | -3 | -6 | 7 | 1 | 21 | 1 | 0
COc1ccc(CC(=O)NC(C)CCc2ccccc2)cc1OC (stereo not given) | 1.1 | 1 | -2 | -5 | -5 | -1 | 10 | 2 | -3
O=C(NCc1ccc(Cl)cc1)C1CCCN(c2ncnc3c2nc2n3CCCCC2)C1 (stereo not given) | 1.1 | 1.4 | -37 | -8 | -9 | -8 | 6 | 4 | 4
CC(C)(C)NC(=O)CSc1nccn1Cc1ccccc1 | 0.98 | 1.1 | -9 | -5 | 2 | 1 | 17 | -2 | -2
CC(=O)NNC(=O)CC(=O)Nc1nc(C23CC4CC(CC(C4)C2)C3)cs1 | 0.88 | 1.6 | -65 | -10 | 12 | 0 | 8 | 0 | -4
CCOCCCNC(=O)C1CCC(=O)N1CCc1ccccc1 (stereo not given) | 0.93 | 0.99 | 1 | -6 | 7 | -3 | -1 | 0 | -2
O=C(NCC1CCCO1)C(=O)NCC(c1ccco1)N1CCN(c2ccc(F)cc2)CC1 (stereo not given) | 1.1 | 0.93 | 7 | -10 | -5 | -1 | 3 | 2 | 0
O=C(O)c1ccc(Nc2nc(-c3cc4ccccc4oc3=O)cs2)cc1O | 0.74 | 0.95 | 5 | -3 | 26 | 2 | 11 | -24 | -4
Cc1cccc(NC(=O)Cn2ccn(-c3ccc4c(c3)OCCO4)c(=O)c2=O)c1 | 1.1 | 0.97 | 2 | 18 | -8 | 4 | -1 | 2 | -1
Cc1cccc2c1-c1sc(C(=O)Nc3cccc([N+](=O)[O-])c3C)cc1CO2 | 0.89 | 0.85 | 15 | -5 | 11 | 1 | 14 | 1 | -6
FC(F)(F)c1ccccc1NC(=S)N1CCCCCC1 | 1 | 1 | -2 | -3 | 0 | -3 | 21 | 7 | -1
CCN(CC)c1ccc(C(=O)N/N=C(\C)c2ccc(OC)c(OC)c2)cc1 | 1 | 0.98 | 2 | -5 | -3 | -1 | 9 | -2 | 1
CCNC(=O)c1ccc(-n2nc(C(F)(F)F)c3c2CCCC3)cc1 | 0.93 | 0.94 | 6 | -3 | 7 | 0 | 17 | 1 | 4
COc1ccc(CCNS(=O)(=O)c2cn(C)nc2C)cc1OC | 0.96 | 0.91 | 9 | -4 | 4 | -2 | 7 | 2 | -1
Cc1ccc(C)c(NC(=S)NNC(=O)c2csc(C(C)C)c2)c1 | 0.96 | 1.4 | -44 | -2 | 4 | -3 | 10 | 0 | -3
CCNc1nc(OC)nc(Oc2ccc(=O)n(-c3ccccc3)n2)n1 | 1 | 0.88 | 12 | -4 | -2 | -2 | -1 | 4 | 2
Cc1ccc(SCCC(=O)Nc2cccnc2)cc1 | 0.96 | 0.95 | 5 | -4 | 4 | -4 | 11 | 3 | -3
COc1ccccc1/C=N/NC(=O)c1ccc(Cn2nc([N+](=O)[O-])cc2C)cc1 | 0.88 | 0.96 | 4 | -8 | 12 | -3 | -4 | 1 | -3
COC(=O)c1cc(C(=O)NCC2CCCCC2)cc([N+](=O)[O-])c1 | 0.99 | 0.89 | 11 | -13 | 0 | 3 | 13 | 2 | 1
O=C(Nc1nnc(-c2ccncc2)o1)c1ccc(Br)s1 | 0.95 | 1 | -2 | -4 | 5 | 0 | 3 | 0 | -5
Cc1ccc(-c2nn(Cc3ccccc3)cc2/C=C/C(=O)O)cc1C | 0.95 | 1.1 | -6 | -6 | 5 | -18 | 10 | 0 | 2
O=C(Cn1c2ccc(F)cc2c2nc3n(c(=O)c21)CCS3)Nc1ccccc1F | 1.1 | 0.9 | 10 | -2 | -7 | 1 | 0 | · | 6
O=C(/C=C1\SC(=O)NC1=O)Nc1ccc(F)cc1 | 1 | 0.94 | 6 | -8 | -4 | 1 | -22 | 0 | -1
Cn1c(SCC(=O)Nc2cccnc2Cl)nc2ccccc21 | 0.98 | 1 | -1 | -3 | 2 | 1 | 15 | -3 | 4
N#CCc1cccnc1Sc1ccc(Cl)cc1 | 1 | 0.81 | 19 | -3 | -2 | -1 | -23 | 0 | -2
COC(=O)C(Cc1c[nH]c2ccccc12)NC(=O)C1CC1 (stereo not given) | 1.1 | 1.1 | -9 | -4 | -9 | -6 | -5 | 0 | -1
CC1(C)CC(=O)C2=C(C1)N(Cc1ccco1)C(=O)C2(NC(=O)C1CCCCC1)C(F)(F)F (stereo not given) | 0.91 | 0.86 | 14 | -3 | 9 | 1 | 5 | -1 | 3
O=C(COC(=O)c1ccccn1)NC(=O)c1ccccc1 | 0.99 | 0.82 | 18 | 5 | 1 | 1 | 14 | 1 | 1
Cc1nn(C)c(C)c1/C=N/NC(=O)c1csc2ccccc12 | 1.1 | 1.1 | -12 | -2 | -10 | -1 | -10 | · | -2
FC(F)(F)c1cc(Cl)c2nnc(C(F)(F)Cl)n2c1 | 1.1 | 1 | -1 | -9 | -6 | -2 | -7 | 1 | 0
Cc1ccc(Cn2c(N3CCN(CCO)CC3)nc3c2c(=O)n(C)c(=O)n3C)cc1 | 0.91 | 1.2 | -21 | -2 | 9 | -5 | 16 | 2 | 1
Cc1ccc2[nH]c3c(=O)n(CCN4CCNCC4)cnc3c2c1 | 1.1 | 1.1 | -12 | -2 | -11 | 21 | -10 | 1 | -2
CC1(CCc2ccccc2)NC(=O)N(CC(=O)Nc2c(F)cccc2F)C1=O (stereo not given) | 1.1 | 1 | -4 | -8 | -9 | -5 | 5 | 4 | -3
O=C(COC(=O)c1ccccc1NC(=O)c1ccco1)NCC1CCCCC1 | 0.91 | 1 | -2 | -4 | 9 | -2 | 9 | 0 | -2
COc1ccc(Cl)cc1NC(=O)/C=C/C(=O)O | 0.98 | 0.99 | 0 | 0 | 2 | -8 | -2 | 2 | -2
CCCCCNC(=O)c1cn(CC)c2cc(N3CCN(C)CC3)c(F)cc2c1=O | 0.91 | 1.1 | -7 | -12 | 9 | -3 | 14 | 1 | -4
Cc1cc(Cl)c(OCCOCCN2CCN(C)CC2)c(Br)c1 | 0.99 | 0.9 | 10 | -7 | 1 | -4 | 18 | 2 | 2
CC[C@]12c3[nH]c4ccccc4c3CCN1C(=O)C(CC(=O)NCCN1CCOCC1)C[C@@H]2C(=O)N1CCN(C(=O)c2ccco2)CC1 (stereo not given in full) | 1.1 | 0.93 | 7 | -3 | -6 | -1 | 10 | -1 | 1
